ADAM17 inh: inhibitors of human ADAM17 | P78536 | recombinant ADAM17, EDANS/DABCYL FRET peptide cleavage | inhibition, % at 6.95 µM | 370,000 compounds, 0.83% hits;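 active = inhibition above the mean of compounds lying between control limits plus 3 SD, set per campaign, cut at about 8.5% in these data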;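 note: 0% = DMSO-only wells as the low control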
Target sequence (P78536 215-824 limits assumed): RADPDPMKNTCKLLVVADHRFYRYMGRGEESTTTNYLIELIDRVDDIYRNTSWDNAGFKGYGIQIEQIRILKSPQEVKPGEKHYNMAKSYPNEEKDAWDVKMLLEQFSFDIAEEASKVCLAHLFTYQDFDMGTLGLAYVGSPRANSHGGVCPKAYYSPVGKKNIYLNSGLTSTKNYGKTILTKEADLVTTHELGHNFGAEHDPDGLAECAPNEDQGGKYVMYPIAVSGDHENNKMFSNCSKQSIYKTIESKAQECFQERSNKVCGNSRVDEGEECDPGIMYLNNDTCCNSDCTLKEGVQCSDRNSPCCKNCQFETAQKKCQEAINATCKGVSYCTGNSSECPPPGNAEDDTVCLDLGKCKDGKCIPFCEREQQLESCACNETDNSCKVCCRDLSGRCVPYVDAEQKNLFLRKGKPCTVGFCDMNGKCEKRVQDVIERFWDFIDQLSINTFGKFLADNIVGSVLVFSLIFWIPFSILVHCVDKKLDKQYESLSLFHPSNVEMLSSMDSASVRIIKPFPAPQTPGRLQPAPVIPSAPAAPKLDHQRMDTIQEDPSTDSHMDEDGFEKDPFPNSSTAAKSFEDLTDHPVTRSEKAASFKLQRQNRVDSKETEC
Tn7 DDE FP: DD(E)-Tn7 binding inhibition, primary FP screen; inhibition, % at 8.3 µM; P02675; FP displacement of FITC-Tn7 peptide from fibrin DD(E); 0% = median of compound wells per plate; 370,000 compounds, 0.13% hits;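 active = inhibition above the mean of compounds falling within the control limits plus 3 SD of them, cut at about 14% in these data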;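 note: 0% = plate median of compound wells and 100% = 10 µM Aha-Tn7 peptide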
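Test system – human fibrin DD(E) · Times – 10 min preincubation, 3 h with tracer, room temperature · Detection – fluorescence polarization of the labelled Tn7 tracer · Measure – percent inhibition normalized to high-control wells · Benchmarks – high control wells with 10 µM unlabelled Aha-Tn7 peptide (full inhibition) · Repeats – singlicate testing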
ADAM10 inh: inhibits human ADAM10; O14672; recombinant ADAM10, EDANS/DABCYL FRET peptide cleavage, 3 h; inhibition, % at 7 µM; 370,000 compounds, 0.62% hits; AID 720582;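 active = inhibition above a per-campaign cutoff equal to the mean of compounds falling between control-based bounds plus 3 SD, cut at about 20% in these data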;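 note: 0% = DMSO wells while the 100% control is not disclosed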
proKLK7 act: activators of human kallikrein-7 zymogen | activation, % at 7 µM | purified proKLK7, EDANS-DABCYL substrate fluorescence; 100% is mature enzyme control, 0% vehicle | 370,000 compounds, 0.9% hits | AID 652039;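 active = activation above the mean of all tested compounds plus 3 SD, computed per campaign excluding outliers beyond control limits, cut at about 13% in these data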
Target sequence (P49862 whole entry, looked up): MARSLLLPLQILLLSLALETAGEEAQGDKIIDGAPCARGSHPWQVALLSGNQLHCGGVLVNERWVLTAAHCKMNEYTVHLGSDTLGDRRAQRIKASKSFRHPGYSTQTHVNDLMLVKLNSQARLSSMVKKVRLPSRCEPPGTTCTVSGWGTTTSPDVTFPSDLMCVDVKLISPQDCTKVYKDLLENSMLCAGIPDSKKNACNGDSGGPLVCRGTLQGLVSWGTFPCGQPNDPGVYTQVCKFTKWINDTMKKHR
ARFGAP1 inh: rat ARFGAP1 inhibition | Arfgap1-stimulated ARF1 GTP hydrolysis, GDP FP detection | inhibition, % at 16.5 µM | 360,000 compounds, 0.26% hits;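 active = inhibition above a per-plate limit, mean inhibition of low control wells plus 3 SD, cut at about 25% in these data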;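 note: 0% = DMSO wells with enzyme and 100% = wells lacking Arfgap1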
Target sequence (Q62848 1-136 limits assumed): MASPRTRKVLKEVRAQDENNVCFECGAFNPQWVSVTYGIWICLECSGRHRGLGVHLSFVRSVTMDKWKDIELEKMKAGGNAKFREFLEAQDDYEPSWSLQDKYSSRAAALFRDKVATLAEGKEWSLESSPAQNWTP
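Replicates: Single well per compound | Assay system: Truncated rat Arfgap1 GAP domain | Control set: No-Arfgap1 wells (100%) versus DMSO full-reaction wells (0%) | Times: Enzyme reaction 120 min at 25 °C after 20 min preincubation | Reagent: Human ARF1(Δ1-17)-GTP substrate | Measured by: Tracer-displacement fluorescence polarization with EDTA stop, 620/688 nm | Measure: Percent inhibition of Arfgap1-stimulated GTP hydrolysis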
DDE Tn6 FP inh: DD(E)-Tn6 binding inhibition, primary FP screen; inhibition, % at 8.3 µM; 370,000 compounds, 0.21% hits; Fibrin DD(E) TRITC-Tn6 fluorescence polarization displacement;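 active = inhibition above a per-campaign cutoff: mean of compounds within control limits plus 3 SD, cut at about 15% in these data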;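 note: 0% = median of all compound wells on the plate and 100% = blocking peptide control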
LEDGF integ inh: blocks HIV-1 LEDGF/p75-dependent DNA integration | 370,000 compounds, 0.64% hits | TR-FRET IN-LEDGF/p75 DNA integration, Eu/Cy5 | inhibition, % at 3.7 µM;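 active = inhibition above the screen-wide mean plus 3 SD, cut at about 13% in these data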;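 note: signal is the Cy5 over europium emission ratio at 671 and 618 nm; 0% = plate median of compound wells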
ASAP1 inh: inhibitors of human ASAP1 ArfGAP activity. Q9ULH1. ASAP1-stimulated ARF1 GTP hydrolysis, GDP FP detection. inhibition, % at 16.5 µM. 360,000 compounds, 0.19% hits; in the data active = inhibition above about 25%;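 note: 0% = vehicle with enzyme and substrate and 100% = no enzyme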
TDP2 inh: TDP2 (human) inhibition, absorbance primary screen; AID 720702; inhibition, % at 12.8 µM; recombinant TDP2, T5PNP hydrolysis, p-nitrophenol absorbance 415 nm; 370,000 compounds, 0.34% hits;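 active = inhibition above the mean of all tested compounds plus 3 SD, set per campaign, cut at about 25% in these data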;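 note: 0% = DMSO with enzyme and 100% = buffer with substrate but no TDP2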
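Test system: Human TDP2 enzyme | Reagent: 5 mM T5PNP | Compound dosing: 12.8 µM single point, 1% DMSO | Incubation: Enzyme reaction with compound for 2 h at 37 °C | Technique: p-Nitrophenol epi absorbance | Read-out: % inhibition relative to enzyme-containing and enzyme-free wells | Benchmarks: High control without enzyme, low control DMSO plus TDP2 | Replicates: Singlicate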
PLC-gamma1 inh: blocks human PLC-gamma1 enzyme activity; P19174; purified PLC-gamma1, fluorogenic substrate, fluorescence; inhibition, % at 12.2 µM; 370,000 compounds, 0.84% hits; AID 720700; in the data active = inhibition above about 9.5%
The depositor's hits bear a star; . = no result given.

SMILES	ADAM17 inh	Tn7 DDE FP	ADAM10 inh	proKLK7 act	ARFGAP1 inh	DDE Tn6 FP inh	LEDGF integ inh	ASAP1 inh	TDP2 inh	PLC-gamma1 inh
COc1ccc(CNC(=O)Nc2ccc(C)c(C)c2)cc1	2	-11	-7	0.6	-14	-3	-1	1	-1	-1
CCOc1ccc(NS(=O)(=O)c2ccc(NC(=S)NC(C)=O)cc2)cc1	1	-4	1	-0.2	-10	1	-4	-5	2	0
O=C(Nc1ccc(Br)cc1)c1cccnc1N1CCOCC1	-4	4	-8	-0.1	-2	3	3	-6	4	-2
CC1CCC/C(=C\Nc2ccccc2C(=O)O)C1=O (stereo not drawn)	-26	8	-98	0.5	-2	-5	-3	1	-7	-15
O=C(CCC1CCCCC1)NCc1cccnc1	-3	6	-1	-0.2	6	-3	-2	3	-1	1
CC1=C(/C=C/C(C)=C/C=C/C(C)=C/C(=O)O)C(C)(C)CCC1	-2	6	-6	0.9	-6	4	5	1	6	-4
CC(C)C(NS(=O)(=O)c1ccc2c(c1)oc(=O)n2C)C(=O)N1CCN(c2ccccc2F)CC1 (stereo not drawn)	-3	3	-16	0.2	5	-2	-2	3	-4	-1
CCOC(=O)/C(C(C)=O)=C1\OC(=O)c2ccccc21	-2	-7	2	0.2	2	-3	2	3	-2	-2
COc1ccc(/C=N/NC(=O)CC(=O)N/N=C/c2ccc(OC)cc2)cc1	0	2	-2	0.3	-6	-3	4	-3	-1	-2
Cc1c(C(=O)NCc2ccc(C#N)cc2)sc(=O)n1Cc1ccccn1	-2	-3	-6	-0.4	-1	1	0	4	8	-2
CCCC(C(=O)NC(C)(C)C)N(CC1CCCO1)C(=O)CNS(=O)(=O)c1ccc(F)cc1 (stereo not drawn)	0	-5	5	-0.3	6	4	0	1	7	2
O=C(N/N=C/c1c(F)c(F)c(F)c(F)c1F)c1ccc(Cn2cc(Br)cn2)o1	2	4	-3	-0.6	7	-6	-3	5	3	-2
O=C(O)c1ccc(COCC(F)(F)C(F)F)o1	6	0	1	-0.4	4	-6	-2	5	1	5
CCOC(=O)[C@]12CCCC3=C1N(CCC3)C(=O)[C@@H](CC(=O)NCc1cccs1)C2	0	1	-1	-0.5	.	-4	-2	.	2	-1
CCCNC(=O)c1cc(C2CCCCN2C(=O)c2ccc(NC(C)=O)cc2)on1 (stereo not drawn)	-3	1	-10	-0.2	4	-6	-2	7	5	-2
COCCNC(=O)NC(=O)COC(=O)c1ccc2[nH]c3c(c2c1)CCCC3	-2	-3	-5	10	-6	7	-4	-1	2	-12
COc1ccc(CCC(C)NCc2ccccc2OC)cc1 (stereo not drawn)	1	-5	0	-0.4	16	-5	6	0	-4	1
O=C(NCCc1ccccc1)C1CCC(CNS(=O)(=O)c2cccs2)CC1 (stereo not drawn)	1	-6	-1	-0.8	-1	-8	2	1	5	0
CCCc1cc(=O)oc2cc(C)cc(OCC(=O)NC3CCN(Cc4ccccc4)CC3)c12	-27	-3	-66	-3.7	-17	-1	-5	0	-1	-35
Clc1cccc(Cl)c1CSc1nnc(/C=C/c2ccccc2)o1	-4	0	3	-1.4	-3	-1	-3	-6	-3	-1
CCOC(=O)/C(C#N)=C/c1cc2ccccc2nc1N1CCCCC1	-2	-3	-10	0.6	1	1	5	7	0	-9
O=C(Cc1ccc(F)cc1)N[C@@H]1c2ccccc2CC[C@@H]1O	-1	-2	-8	0.3	9	-8	0	-8	3	3
O=C(CNS(=O)(=O)c1cccc(F)c1)OCC(=O)N1CCCC1=O	-6	1	-8	-0.1	9	2	-2	12	-3	2
Cc1nccn1-c1ncnc2sc3c(c12)CCCC3	-2	5	-5	0.8	1	-5	2	6	-6	0
Cc1nn(CCCC(=O)N2CCc3ccccc3C2)c(=O)c2cc3sccc3n12	-2	-1	-4	-0.2	-14	7	0	-3	1	-1
Remaining list, next part
SMILES	ADAM17 inh	Tn7 DDE FP	ADAM10 inh	proKLK7 act	ARFGAP1 inh	DDE Tn6 FP inh	LEDGF integ inh	ASAP1 inh	TDP2 inh	PLC-gamma1 inh
CCc1sc(C(=O)Nc2ccc3c(c2)OCO3)cc1C	-3	3	-14	-0.2	4	-2	-6	6	1	-2
O=C(O)c1cccc(-c2csc(C(O)c3ccc(F)cc3)n2)c1 (stereo not drawn)	0	1	-17	0.6	-10	-3	-1	-2	-3	0
Cc1ccc(S(=O)(=O)Cn2nnnc2CN(Cc2ccco2)Cc2cccs2)cc1	0	2	5	-0.2	6	-3	0	-8	-2	2
O=C(NCCOC(=O)c1ccccc1)c1ccccc1	-7	2	-15	0.0	-4	4	-6	7	1	0
CN(C)C=Nc1nonc1-c1ncn[nH]1	-5	1	3	0.5	-8	8	-2	3	7	0
O=[N+]([O-])c1ccc(N2CCNCC2)cc1Sc1nc2ccccc2[nH]1	-1	6	2	-0.1	9	6	-1	8	-6	1
COC(=O)C1=NNC(C(=O)c2ccco2)C1c1ccccc1 (stereo not drawn)	-6	0	-5	-0.1	-8	-1	-2	6	-4	-8
CCCCn1c(N)c(N(CCC(C)C)C(=O)C2CSC3(C)CCC(=O)N23)c(=O)[nH]c1=O (stereo not drawn)	-6	-5	-9	-0.2	-2	-2	0	-4	3	1
CC(C)(C)c1cc(=O)n2c(nc3ccccc32)[nH]1	-60	3	-147	-46	-12	-2	6	9	9	-43
CCCOC(=O)CSc1nc(N)c(C#N)c(CC)c1C#N	-4	3	-21	0.0	-4	-7	-3	0	-6	-7
COc1cc(O)c(C(CC(=O)N2CCCCC2)c2ccc3c(c2)OCO3)c(OC)c1 (stereo not drawn)	2	-13	5	-0.7	8	-4	2	3	-14	-1
CC(=O)Nc1nn(CC(C)C)c2nc3ccc(C)cc3cc12	-12	-7	-44	3.6	1	-4	5	10	-5	-119
COc1ccc(CN2CCC3CC2c2cc(-c4cccc(C)c4)ccc23)cc1 (stereo not drawn)	-1	-2	-11	-0.3	15	-13	-3	12	-7	1
O=C(NCc1ccncc1)c1cccc(S(=O)(=O)NCc2ccccc2)c1	4	-3	2	0.3	-4	-1	3	10	-20	6
CCCCCn1nc(C)c(/C=N/NC(=O)c2ccoc2C)c1C	1	-3	-7	0.1	10	-14	0	3	8	0
Cc1cc(N2CCCC2)ccc1NC(=O)COc1ccccc1	-2	-2	-11	-1.4	15	-2	0	6	-3	-90
NC(=O)CCC(NC(=O)c1ccc(Cl)cc1)C(=O)O (stereo not drawn)	1	-3	-5	-0.1	-3	6	-2	-8	4	1
C/C(CC(=O)NCCCN1CCOCC1)=N\NC(=O)COc1ccc(Cl)cc1	-3	-6	4	0.1	-3	3	-1	-7	8	-1
COc1ccc(S(=O)(=O)N2CC(O)CC2C(=O)Nc2cccnc2)cc1 (stereo not drawn)	-9	-1	-3	-0.5	9	-10	-2	-2	-4	2
O=C(OCC(=O)N1CCOCC1)c1cccc(S(=O)(=O)Nc2ccc(F)cc2)c1	2	3	3	-1.3	10	0	4	3	-5	4
CCOC(=O)[C@]12CCCC=C1N(CCC1=CCCCC1)C(=O)[C@H](CC(=O)NCCc1ccccc1OC)C2	2	-1	-4	1.4	10	-2	-7	1	1	2
CCn1cc(/C=C(\NC(=O)c2ccccc2F)C(=O)NCCCN2CCOCC2)c2ccccc21	-2	-4	4	-0.2	0	5	-1	-5	15	1
O=C(Nc1ccccc1F)c1ccc(Br)o1	-2	-8	-4	0.4	-3	-3	2	-7	-2	3
C/C=C/c1ccccc1OCCCN1CCC(C(O)(c2ccccc2)c2ccccc2)CC1	13*	-4	10	-0.1	.	5	6	.	-18	13*
CCn1c2c(n(C(C)=O)c1=O)C[C@@H](c1ccccc1)[C@@H](C)[C@@H](C(=O)N1CCCC1)C2	-1	-5	-3	-0.2	5	-2	2	-3	5	1

Quoted at random: 2 entries already listed.
SMILES	ADAM17 inh	Tn7 DDE FP	ADAM10 inh	proKLK7 act	ARFGAP1 inh	DDE Tn6 FP inh	LEDGF integ inh	ASAP1 inh	TDP2 inh	PLC-gamma1 inh
C/C(CC(=O)NCCCN1CCOCC1)=N\NC(=O)COc1ccc(Cl)cc1	-3	-6	4	0.1	-3	3	-1	-7	8	-1
O=C(NCc1ccncc1)c1cccc(S(=O)(=O)NCc2ccccc2)c1	4	-3	2	0.3	-4	-1	3	10	-20	6

Continuation:
SMILES	ADAM17 inh	Tn7 DDE FP	ADAM10 inh	proKLK7 act	ARFGAP1 inh	DDE Tn6 FP inh	LEDGF integ inh	ASAP1 inh	TDP2 inh	PLC-gamma1 inh
Cc1cc(C)nc(/N=C(/NC(=O)Nc2cccc(Cl)c2)Nc2ccccc2)n1	0	-1	1	-0.1	4	9	3	1	-7	2
COc1ccc(CC(=O)N[C@@H](C)C(=O)N2CCC3(CC2)NCCc2[nH]cnc23)cc1	-1	-1	-6	0.2	-4	-2	-2	-10	5	2
CCCCNS(=O)(=O)CC1NCCc2ccccc21 (stereo not drawn)	-7	-1	-13	0.2	.	-3	-2	.	-8	3
C(=N\Nc1nc2ccccc2[nH]1)/c1cccs1	1	5	8	0.9	10	0	0	5	3	0
O=c1oc2ccccc2c(Nc2ccccc2)c1CN1CCCCC1	1	3	9	-0.5	11	0	1	-2	-4	-4
COc1cc(C2C(C(=O)c3ccc(C)o3)=C(O)C(=O)N2c2cc(C)on2)ccc1O (stereo not drawn)	-5	-4	-11	-0.3	4	6	2	10	3	-6
O=C1NC[C@H](Cc2ccc(O)cc2)N(C[C@@H]2CCCN2C[C@H](Cc2ccccc2)N2C[C@H](Cc3ccccc3)N(CC3CCCCC3)C(=O)C2=O)C1=O	4	3	-1	1.4	-2	-6	-2	11	-7	0
CCn1c(=O)cc(SCC(=O)NCc2ccc(C)cc2)c2ccccc21	-6	0	-15	-1.3	-5	0	-2	11	1	-2
CC12CCC(=O)N1C(C(=O)NCCN1C(=O)S/C(=C\c3ccc(OC(F)F)cc3)C1=O)CS2 (stereo not drawn)	3	-4	6	0.3	25*	-6	4	-2	0	-1

Of the compounds above, these contain an aryl thioether with sulfur outside any ring:
SMILES	ADAM17 inh	Tn7 DDE FP	ADAM10 inh	proKLK7 act	ARFGAP1 inh	DDE Tn6 FP inh	LEDGF integ inh	ASAP1 inh	TDP2 inh	PLC-gamma1 inh
Clc1cccc(Cl)c1CSc1nnc(/C=C/c2ccccc2)o1	-4	0	3	-1.4	-3	-1	-3	-6	-3	-1
O=[N+]([O-])c1ccc(N2CCNCC2)cc1Sc1nc2ccccc2[nH]1	-1	6	2	-0.1	9	6	-1	8	-6	1
CCCOC(=O)CSc1nc(N)c(C#N)c(CC)c1C#N	-4	3	-21	0.0	-4	-7	-3	0	-6	-7
CCn1c(=O)cc(SCC(=O)NCc2ccc(C)cc2)c2ccccc21	-6	0	-15	-1.3	-5	0	-2	11	1	-2

Screening results: PubChem, The Scripps Research Institute Molecular Screening Center
